CTSL1 counter – blocks F. hepatica cathepsin L1 in PFM18AAP counter-screen | recombinant F. hepatica cathepsin L1, Z-Leu-Arg-MCA fluorescence | inhibition, % at 5.96 µM | 300,000 compounds, 0.49% hits | AID 1906;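 active = inhibition above the mean of all tested compounds plus 3 SD, set per screening campaign, cut at about 17% in these data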;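 note: 0% = plate median of test compound wells and 100% = 1 µM Z-Phe-Ala-diazomethylketone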
proCasp7 act – counter-screen for procaspase-3 activators: activators of human procaspase-7; AID 463210; P55210; recombinant procaspase-7, Ac-DEVD-pNA absorbance 405 nm; D23A/D198A/D206A triple mutant, cannot self-cleave; scale: DMSO 0, 5 µM enzyme 100; 330,000 compounds, 0.093% hits; activation, % at 8.5 µM;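 active = percent activation above the screen-wide mean plus 3 SD, cut at about 25% in these data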
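Material: Procaspase-7 triple mutant (PC-7 D3A) | Quantity: 2 µM procaspase-7 mutant as dispensed | Reagent: DEVD-pNA substrate | Times: 1 h preincubation, 2 h reaction | Technique: 405 nm absorbance of p-nitroaniline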
PP1 inh – blocks human PP1-alpha phosphatase, a PP5 counter-screen; 320,000 compounds, 0.9% hits; purified PP1alpha, OMFP fluorescence; inhibition, % at 6.7 µM; P62136;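 active = inhibition above the mean inhibition of all tested compounds plus 3 SD, computed separately for each screening campaign, cut at about 15% in these data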
Target sequence (P62136 whole entry, looked up): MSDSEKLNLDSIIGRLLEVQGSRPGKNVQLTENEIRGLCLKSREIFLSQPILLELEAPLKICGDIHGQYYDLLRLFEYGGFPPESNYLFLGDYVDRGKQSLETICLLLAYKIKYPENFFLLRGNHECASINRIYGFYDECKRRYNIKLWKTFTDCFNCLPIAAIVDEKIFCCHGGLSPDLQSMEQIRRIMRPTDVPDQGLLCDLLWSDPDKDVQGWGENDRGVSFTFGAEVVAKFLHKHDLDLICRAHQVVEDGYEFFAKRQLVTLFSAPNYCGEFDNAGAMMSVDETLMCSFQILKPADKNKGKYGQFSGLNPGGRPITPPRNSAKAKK
GASC-1 inh – inhibitors of human GASC-1 (JMJD2C) demethylase | 330,000 compounds, 0.069% hits | GST-JMJD2C(1-420) H3K9me3 demethylation, DELFIA europium | Q9H3R0 | inhibition, % at 2.35 µM;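 active = more than half of a compound's replicate wells show inhibition beyond 50%, single wells judged on their own value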;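 note: signal counts dimethyl H3K9 product captured on neutravidin plate; 0% = median of DMSO wells and 100% = 0.3 times that DMSO median; strong numbers were not always called active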
core dimer inh – blocks dimerization of HCV core protein | 300,000 compounds, 0.33% hits | TR-FRET GST/Flag-core106 dimerization, 1536-well | AID 1899 | inhibition, % at 5 µM;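 active = inhibition above the mean of all tested compounds plus 3 SD, set per screening campaign, cut at about 45% in these data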
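System: GST-tagged and Flag-tagged HCV core protein residues 1-106 / Input: core106 proteins, GST 13.5 nM and Flag 17 nM / Buffer or medium: KF-containing HEPES buffer, pH 7.45, DTT, CHAPS, BSA / Probe or stimulus: Eu-anti-GST and XL665-anti-Flag labelled anti-tag antibodies / Schedule: 4 h, 22.5 °C incubation / Technique: TR-FRET 671 and 617 nm emission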
TPT1 inhibitor – blocks Candida albicans tRNA 2'-phosphotransferase. recombinant caTPT1, FP RNA substrate dephosphorylation. inhibition, % at 5 µM. 300,000 compounds, 0.81% hits. AID 1962;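 active = inhibition above the mean of all tested compounds plus 3 SD, set per screening campaign, cut at about 24% in these data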;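 note: plate controls were DMSO alone for no effect and ferristatin control at 100 nM for full effect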
proCasp3 act – activates human procaspase-3. AID 463141. 330,000 compounds, 0.11% hits. recombinant procaspase-3 D3A, Ac-DEVD-pNA absorbance 405 nm. activation, % at 8.5 µM;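 active = activation above the mean of all tested compounds plus 3 SD, cut at about 21% in these data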;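 note: 0% = DMSO alone and 100% = DMSO wells spiked with extra 5 µM PC-3 D3A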
Target sequence (P42574 whole entry D9A/D28A/D175A): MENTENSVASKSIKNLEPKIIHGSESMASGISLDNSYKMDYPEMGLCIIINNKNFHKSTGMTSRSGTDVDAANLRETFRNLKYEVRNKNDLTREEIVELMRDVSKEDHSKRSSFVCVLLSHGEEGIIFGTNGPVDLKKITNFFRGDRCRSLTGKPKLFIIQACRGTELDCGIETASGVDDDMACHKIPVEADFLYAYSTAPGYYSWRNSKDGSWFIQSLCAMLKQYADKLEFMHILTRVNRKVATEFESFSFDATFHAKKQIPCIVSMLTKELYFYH
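Compound: 8.5 µM single point, 0.8% DMSO / Material: Autoprocessing-dead procaspase-3 D3A mutant enzyme / Timing: 1 h preincubation plus 2 h reaction at 25 °C / Medium: Zinc-free HEPES/NaCl buffer with 0.01% Triton X-100 at pH 7.4 / Technique: 405 nm absorbance of p-nitroaniline, reads at 0 and 120 min / Repeats: one well per compound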
Efflux pump inh – antifungal efflux pump inhibition, Nile Red retention; AID 485275; inhibition, % at 10 µM; S. cerevisiae Candida pump triplex; 330,000 compounds, 0.44% hits;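 active = plate passing quality check with inhibition over a set limit, or well fluorescence over plate mean plus 4 SD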;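 note: Nile Red retained in pooled yeast measured as flow cytometry median fluorescence; 0% = buffer negative control and 100% = Enniatin B positive control; higher means more Nile Red kept so more efflux inhibition; some compounds called inactive have numbers as strong as hits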
PP5 primary – PP5 (human) phosphatase inhibition; 320,000 compounds, 0.18% hits; P53041; purified PP5c, OMFP substrate fluorescence; inhibition, % at 6.7 µM;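 active = inhibition above the campaign's mean inhibition across all tested compounds plus 3 SD, cut at about 9.5% in these data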;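 note: 0% = DMSO only and 100% = 100 µM cantharidin control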
Target sequence (P53041 whole entry, looked up): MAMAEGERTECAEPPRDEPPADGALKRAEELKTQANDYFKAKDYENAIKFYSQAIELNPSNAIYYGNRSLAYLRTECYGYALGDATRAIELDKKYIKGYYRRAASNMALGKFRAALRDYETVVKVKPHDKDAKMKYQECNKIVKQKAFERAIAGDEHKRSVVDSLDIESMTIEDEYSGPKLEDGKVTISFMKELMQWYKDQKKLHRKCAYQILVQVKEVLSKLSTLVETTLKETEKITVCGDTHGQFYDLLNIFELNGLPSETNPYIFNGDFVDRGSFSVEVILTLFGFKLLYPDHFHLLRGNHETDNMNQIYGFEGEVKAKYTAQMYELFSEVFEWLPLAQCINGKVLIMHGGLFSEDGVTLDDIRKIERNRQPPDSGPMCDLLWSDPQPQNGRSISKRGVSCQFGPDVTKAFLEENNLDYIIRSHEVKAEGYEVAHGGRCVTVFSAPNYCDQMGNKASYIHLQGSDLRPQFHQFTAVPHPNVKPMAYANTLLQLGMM
Numbers without * were called inactive; . = no result given; & = joins results of further samples. Compounds as they come, and some 2.9% of all compounds hit somewhere here.

SMILES	CTSL1 counter	proCasp7 act	PP1 inh	GASC-1 inh	core dimer inh	TPT1 inhibitor	proCasp3 act	Efflux pump inh	PP5 primary
Cn1nc(C(=O)OCC(=O)NC2CCS(=O)(=O)C2)c2ccccc2c1=O (stereo unspecified)	-10	-2	-8	14	-4	3	3	0.1	-0.9
O=C(CCC(=O)c1cccs1)NC1CCCCCC1	-4	10	1	-14	2	-1	-3	-0.3	-1.5
Cc1ccc(Sc2c(C)nn(C(=O)C3CC3)c2C)cc1	2	0	-3	8	-6	-1	-1	-0.2	2.0
CC(=O)c1c(N(C)C)ccnc1C(F)(F)F	0	3	-4	1	1	-1	6	-0.3	-3.2
Cc1occc1C(=O)N=Nc1c(O)[nH]c2ccc(Br)cc12	-1	1	-2	2	-4	0	0	0.0	3.5
Cc1cc(C)nc(Sc2nc(Nc3ccccc3)nc(Sc3nc(C)cc(C)n3)n2)n1	-3	3	3	5	-3	3	-2	0.1	2.1
Cn1c(SCC(=O)N2CCc3ccccc32)nc2cccnc21	0	6	-3	-13	3	-6	9	0.1	-1.5
Cc1ccc(NC(=O)c2cccc(NC(=O)/C=C/c3ccco3)c2)cc1C	0	-10	3	2	19	1	7	-0.2	5.5
COc1ccc(-c2cnn3c(N)c(S(=O)(=O)C(C)(C)C)cnc23)cc1	3	1	0	6	3	-1	-1	-0.1	4.5
O=C(COC(=O)c1cccnc1Cl)NCc1cccs1	-7	11	-5	3	-2	-1	4	-0.1	-1.2
Cc1ccc(-n2c(Cc3cccn3C)nnc2SCC(=O)Nc2nnc(C)s2)cc1	-3	-7	-7	-1	5	-1	2	0.3	3.3
Cc1ccc(C)c(OCc2cc(C(=O)N3CCc4sccc4C3)no2)c1	2	4	-3	12	5	-4	1	0.2	-1.0
CC(=O)Oc1ccc(/C=C(\NC(=O)c2ccco2)C(=O)Nc2ccc(C(C)=O)cc2)cc1	-11	8	4	3	-6	-1	5	-0.3	1.7
CCCS(=O)(=O)c1ccc(COC(=O)c2cccc(NC(=O)C(C)C)c2)cc1	-2	-6	0	10	-1	0	-3	0.1	1.3
O=C(Cc1ccccc1F)OCC(=O)N1CCc2ccccc21	-1	1	-1	-16	-10	-3	-2	-0.2	2.6
N#Cc1ccc(C(=O)CSc2nnc(-c3ccc(C(F)(F)F)cn3)s2)cc1	-2	-2	-2	13	0	0	-9	-0.1	0.9
Cc1cc(C)c(S(=O)(=O)N(C)CC(N)=O)c(C)c1	0	1	0	7	3	1	2	0.5	0.1
COc1ccccc1-c1nnc(SC/C(O)=C(\C#N)c2nc3ccccc3[nH]2)n1C1CCCCC1	-1	-14	7	8	24	1	5	-0.3	3.7
CC(C)(C)C(=O)N1CCN(c2ccc([N+](=O)[O-])c(NCC3CCCO3)c2)CC1 (stereo unspecified)	1	-3	-2	-4	10	0	1	0.0	0.9
COC(=O)c1[nH]c2ccccc2c1NC(=O)CN1CCN(c2cccc(Cl)c2)CC1	3	-11	7	23	4	-2	-5	0.0	5.5
Cc1nc2c(c3c1[nH]c1ccccc13)C(=O)CC(C)(C)C2	3	-1	-3	3	-8	5	-2	-0.1	5.5
CCOC(=O)N1C(=O)[C@@](CC)(c2ccccc2)N1C(=O)OCC	4	-5	1	-9	-8	-5	5	-0.3	1.1
COc1ccc(NC(=O)Cn2c(=O)n(CC3CCCO3)c(=O)c3ccccc32)c(OC)c1 (stereo unspecified)	1	0	6	-2	4	1	1	0.0	0.4
COc1cc(/C=N/N2CCN(c3ccc(Cl)cc3)CC2)cc(OC)c1OC(C)=O	1	-9	2	-15	9	0	2	1.2*	6.5
COc1ccc(C(=O)N(C(C)C)C(C)C)c(OC)c1	0	5	-2	14	0	-2	2	-0.1	-0.3

The list continues.
SMILES	CTSL1 counter	proCasp7 act	PP1 inh	GASC-1 inh	core dimer inh	TPT1 inhibitor	proCasp3 act	Efflux pump inh	PP5 primary
CCOC(=O)c1cc2sccc2n1CC(=O)N1CCCC1	2	5	-2	-1	-3	-5	-4	0.0	-2.3
C/C(CC(=O)Nc1cccc(Cl)c1Cl)=N\NC(=O)c1ccccc1N	0	4	-3	31	-1	-1	8	0.0	1.3
O=C(CCC(=O)NC1CCN(Cc2ccccc2)CC1)NCc1ccco1	-1	2	-4	4	-2	6	3	-0.1	3.1
CCCC(C(=O)NCCc1ccc(S(N)(=O)=O)cc1)c1ccccc1 (stereo unspecified)	-1	0	-6	-9	-2	0	-11	0.1	2.6
Cc1ccc(S(=O)(=O)N[C@H](C(=O)OCC(=O)NC(=O)Nc2ccc3c(c2)OCCO3)C(C)C)cc1	-10	6	2	-6	6	-2	-1	0.7	4.1
OCCN(CC#CC(O)(c1ccccc1)c1cccc(F)c1)CCO (stereo unspecified)	-1	6	-1	5	2	-1	-5	-0.1	1.7
CC(=O)Nc1nc(C)c(C(C)C)s1	-3	8	1	-8	0	-1	-5	-0.1	-1.6
CC(=O)Nc1cccc(-c2nc3ccc(NC(C)=O)cc3[nH]2)c1	-3	7	8	0	-2	1	-1	0.1	1.9
CCN(CC)c1ccc(NC(=O)C2CCC(CNc3c(N4CCCC4)c(=O)c3=O)CC2)c(C)c1 (stereo unspecified)	-1	9	-2	-1	-7	4	-1	0.1	2.3
COc1ccc(NC(=O)N(Cc2cc3cc(OC)ccc3[nH]c2=O)CC2CCCO2)cc1 (stereo unspecified)	-4	-1	1	-7	4	2	-2	0.1	2.9
Cc1ccc([C@@H]2CC=C(C(=O)O)[C@H](c3ccccc3)N2S(=O)(=O)c2ccc(C)cc2)cc1	2	1	4	-14	22	-2	-2	-0.1	-0.6
Cn1nc(CC(=O)Nc2ccc(N3CCN(C(=O)OC(C)(C)C)CC3)cc2)c2ccccc2c1=O	0	-2	2	-8&30	-1	-2	7	0.0	1.1
Cn1nnnc1SCC(=O)N1CCN(c2ccc(Cl)cc2)CC1	-2	2	-5	-37	3	-2	2	0.2	2.3
O=C(NCC1CCCO1)c1cc(S(=O)(=O)N2CCCCC2)ccc1Cl (stereo unspecified)	.	-6	7	-2	.	.	2	-0.1	0.2
COCCSc1ccccc1C(=O)N1CCC(Cc2ccccc2)CC1	0	5	0	8	8	3	8	0.2	2.5
COC(=O)c1cc(C)nc2c1C(=O)C(=O)C=C2N1CCOCC1	110*	-4	16*	11	36	-2	-6	-0.1	7.3
Cc1cccn2c(=O)c3cc(C(=O)NCc4cccnc4)c(=N)n(C(C)C)c3nc12	4	-14	1	-4	0	2	-18	0.1	4.2
CCc1ccc(S(=O)(=O)NCc2cccs2)cc1	1	0	-7	-5	1	-3	0	0.0	0.1
COc1ccc([C@H]2CC(=O)C=C(c3ccc4ncccc4c3)C2)cc1OC	.	-15	.	-9	.	.	-2	0.1	.
CC1CCCN(CCCNC(=O)c2ccc3c(c2)N(Cc2ccc(F)cc2)C(=O)c2ccccc2S3=O)C1 (stereo unspecified)	-1	7	-3	-28	2	-1	12	0.2	3.3
Cc1ccc(S(=O)(=O)C(C#N)c2nc3ccccc3nc2N2CCCC2)cc1C (stereo unspecified)	1	-4	2	4	8	0	-1	0.1	-2.7
O=C(NN=Cc1c(F)c(F)c(F)c(F)c1F)c1ccc(NS(=O)(=O)c2cccs2)cc1	.	9	.	-6	.	.	-3	0.1	.
Cc1nc2sccn2c1-c1nc(-c2cc3ccccc3o2)cs1	0	-4	2	7	8	2	-2	-0.1	2.6
Cc1nnc(Nc2ccc(C(=O)O)cc2)[nH]c1=O	-2	0	-5	-1	-1	-2	14	-0.1	1.0
O=C(NCCCN1CCOCC1)c1ccc(CS(=O)(=O)c2ccc(Br)cc2)o1	2	4	8	0	3	-2	-3	-0.3	2.3

In the list so far, these contain a cyano group.
SMILES	CTSL1 counter	proCasp7 act	PP1 inh	GASC-1 inh	core dimer inh	TPT1 inhibitor	proCasp3 act	Efflux pump inh	PP5 primary
N#Cc1ccc(C(=O)CSc2nnc(-c3ccc(C(F)(F)F)cn3)s2)cc1	-2	-2	-2	13	0	0	-9	-0.1	0.9
COc1ccccc1-c1nnc(SC/C(O)=C(\C#N)c2nc3ccccc3[nH]2)n1C1CCCCC1	-1	-14	7	8	24	1	5	-0.3	3.7
Cc1ccc(S(=O)(=O)C(C#N)c2nc3ccccc3nc2N2CCCC2)cc1C (stereo unspecified)	1	-4	2	4	8	0	-1	0.1	-2.7

The list continues:
SMILES	CTSL1 counter	proCasp7 act	PP1 inh	GASC-1 inh	core dimer inh	TPT1 inhibitor	proCasp3 act	Efflux pump inh	PP5 primary
Cc1nc(Cl)cc(N/N=C/c2ccccc2)n1	0	5	-6	-2	-1	-2	-1	0.0	1.9
O=C(NC(Cc1ccccc1)c1nc2ccccc2[nH]1)c1cccc([N+](=O)[O-])c1 (stereo unspecified)	3	-3	3	1	-2	-1	5	-0.2	2.1
CCN(Cc1ccccc1)C(=O)c1cccc(OC2CCN(C(=O)C3CC3)CC2)c1	-1	-3	-3	11	-2	2	-4	0.1	1.5
O=C(Cc1ccccc1)NCC(=O)OCC(=O)c1ccc(F)cc1	-30	-2	0	-5	-10	1	14	-0.2	1.8
CCOc1ccc(-c2csc(NC(=O)CSCC(=O)O)n2)c2ccccc12	2	-9	0	22	9	-4	-2	0.0	1.7
CC(NCCS(=O)(=O)c1ccc(Cl)cc1)c1cccc(Cl)c1 (stereo unspecified)	1	17	2	1	1	0	-10	0.1	-0.5
COC(=O)c1ccc(C(=O)Nc2ccc3nc(-c4ccncc4)[nH]c3c2)cc1	-11	3	4	-1	-8	-1	-6	0.0	-6.3
CCC1(CC)NC(=O)N(CC(=O)OCC(=O)Nc2ccc(OC(F)(F)F)cc2)C1=O	.	3	0	2	.	.	1	0.1	0.8
COc1ccccc1C(=O)Nc1ccnn1C1CCN(Cc2ccccc2OCCO)CC1	1	-8	1	9	0	0	-2	0.2	-0.9
CCc1nnc(NS(=O)(=O)c2ccc(NC(=O)c3cc4ccccc4oc3=O)cc2)s1	-4	-6	-1	-9	-1	1	2	-0.2	0.5
CC1CCC(NC(=O)c2nc(Cn3ccc([N+](=O)[O-])n3)no2)CC1 (stereo unspecified)	5	1	0	-5	5	-2	-4	0.2	-0.5
CCN(CC)C(=O)C1CCCN(Cc2ccc(OC)c(C)c2)C1 (stereo unspecified)	-3	5	0	-2	1	-3	-8	-0.1	4.4
N#Cc1ccc(NC(=S)NC(=O)CCc2ccc(S(=O)(=O)N3CCOCC3)cc2)cc1	-1	7	-2	1	2	-1	0	-0.1	1.9
CC(C)(c1ccccc1)c1ccc(OCCn2cnc3ccccc3c2=O)cc1	2	-1	6	2	-5	-2	-5	0.1	-0.5
CCOC(=O)Cn1nnc(-c2ccccc2)n1	-3	-1	1	-7	-5	1	3	0.1	2.4
CCOC(=O)c1cccc(NC(=O)Nc2cc(OC)ccc2OC)c1	0	-11	0	5	10	2	3	-0.1	6.0
O=c1[nH]c2ccsc2c(=O)n1CCO	-4	4	0	-10	-5	-1	-1	-0.2	2.8

Compound activity: PubChem BioAssay, several laboratories
